# Bioassay records deposited in PubChem by National Center for Advancing Translational Sciences (NCATS).
# Vif-APOBEC3G blk = Vif-A3G binding inhibition | HeLa A3G-eYFP + Vif (tagged APOBEC3G with the HIV-1 protein that degrades it), YFP fluorescence, overnight | Potency, µM (series often up to 46.1 µM), without a hit: at the top dose activity, negative = active, hits mostly inhibitors | 410,000 compounds, 0.076% hits | AID 602310;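 further: on the % scale 0 is the no-effect control and ±100 the full control effect; nearly all actives have a fitted effect of over 60% in size; hits raise eYFP signal because A3G escapes Vif-driven loss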
#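 HeLa cells stably expressing Vif and C-terminally eYFP-tagged A3G, seeded overnight at 37 deg C, then exposed to compound by pintool overnight at 37 deg C. Rise in yellow fluorescence (Ex 488/Em 500-530, Acumen) marks blocked Vif-driven A3G degradation.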
# TrxR1 substrate = substrates of rat thioredoxin reductase 1; purified TrxR1 substrate turnover, NADPH consumption readout; Potency, µM (titrated, usually from 114 µM), without a hit: at the top dose activity change, negative = substrate turnover; 390,000 compounds, 0.01% hits; AID 588456; further: on the % scale 0 is the no-effect control and ±100 the full control effect; nearly all actives have a fitted effect of over 50% in size
# Target sequence (O89049 whole entry, looked up): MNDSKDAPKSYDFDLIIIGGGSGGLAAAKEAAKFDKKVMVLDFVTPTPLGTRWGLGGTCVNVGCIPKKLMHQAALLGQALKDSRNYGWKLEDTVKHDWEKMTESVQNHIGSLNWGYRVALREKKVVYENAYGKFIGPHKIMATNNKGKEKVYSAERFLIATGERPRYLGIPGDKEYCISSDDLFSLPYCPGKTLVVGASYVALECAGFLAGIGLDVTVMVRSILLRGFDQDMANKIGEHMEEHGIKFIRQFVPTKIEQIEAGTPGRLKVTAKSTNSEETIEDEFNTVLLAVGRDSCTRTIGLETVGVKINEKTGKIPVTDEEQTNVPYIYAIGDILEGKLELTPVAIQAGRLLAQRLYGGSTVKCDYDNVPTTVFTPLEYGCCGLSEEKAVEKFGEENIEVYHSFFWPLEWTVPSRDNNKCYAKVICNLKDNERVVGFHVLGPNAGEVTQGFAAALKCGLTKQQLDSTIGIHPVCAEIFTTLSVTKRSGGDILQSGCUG
#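 Rat TrxR1, dispensed at 90 nM, was prereduced with 400 uM NADPH (final) for 5 min at ~22 deg C, then incubated with compound 15 min before 400 uM selenite. A first-read NADPH fluorescence drop versus no-compound background flagged substrates.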
# ALOX12 inh = blocks human arachidonate 12S-lipoxygenase | P18054 | purified 12hLO, xylenol orange hydroperoxide absorbance | Potency, µM (doses to about 108 µM), for the others: at the top dose activity change, negative = inhibition, most hits filed as inhibitors | AID 1671190 | 580,000 compounds, 1.1% hits; further: on the % scale 0 is the no-effect control and ±100 the full control effect
#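 Hydroperoxide product was detected by ferrous iron/xylenol orange as the 573 to 405 nm absorbance ratio. Arachidonic acid at 40 uM (final) was turned over for 30 min at room temperature by 150 nM human 12hLO, pH 7.0 Hepes buffer, after 15 min compound preincubation.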
# RGS4 inhibitor = inhibitors of human regulator of G protein signaling 4. Transcreener GDP fluorescence polarization, RGS4-accelerated GTP hydrolysis. Potency, µM (titrated, usually from 114 µM), for the others: top-dose activity change, negative = inhibition, actives largely listed as inhibitors. 390,000 compounds, 0.039% hits. AID 504845; further: on the % scale 0 is the no-effect control and ±100 the full control effect; nearly all actives have a fitted effect of over 75% in size; some results filed as inactive show a strong effect at the top dose
#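 MLSMR compounds (23 nl, pin-transferred) preincubated 10 min at room temperature with a 500nM (2x) first reagent, then RGS4 at 900nM (2x) plus Transcreener GDP mix added; fluorescence polarization (620/688 nm) read before and after 90 min at 30 °C.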
# Vif-APOBEC3F blk = Vif-A3F binding inhibition; HeLa A3F-eYFP + Vif (tagged APOBEC3F with the HIV-1 protein that degrades it), YFP fluorescence increase; 390,000 compounds, 0.2% hits; Potency, µM (series often up to 46.1 µM), for the others: at the highest dose activity, negative = active; further: % of control where 0% means no effect; nearly all actives have a fitted effect of over 65% in size
#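 HeLa cells stably expressing Vif plus C-terminally eYFP-tagged A3F were seeded, incubated overnight at 37 deg C, dosed with compound, incubated overnight again at 37 deg C. Yellow fluorescence (Ex 488/Em 500-530) reported blocked Vif-mediated A3F-eYFP degradation.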
# rTrxR1 inhibitor = inhibitors of rat thioredoxin reductase 1 | O89049 | recombinant rTrxR1, NADPH fluorescence consumption, selenite substrate | Potency, µM (titrated, usually from 114 µM), without a hit: at the top dose activity change, negative = inhibition, actives largely listed as inhibitors | 390,000 compounds, 1% hits | AID 588453; further: on the % scale 0 is the no-effect control and ±100 the full control effect; nearly all actives have a fitted effect of over 65% in size
#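 Rat TrxR1 (90 nM in the dispensed reagent) was pre-reduced with 400 uM NADPH for 5 min at room temperature, then incubated with compound for 15 min. After 400 uM selenite was added, NADPH fluorescence (Ex 340/Em 450 nm) was followed for 8 min.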
# IDH1 R132H inh = blocks human mutant IDH1 R132H enzyme; IDH1-R132H enzyme, NADPH consumption, diaphorase/resazurin fluorescence; Potency, µM (series often up to 76.6 µM), inactives show top-dose activity change, negative = inhibition, usual class: inhibitors; 390,000 compounds, 0.093% hits; O75874; further: on the % scale 0 is the no-effect control and ±100 the full control effect; nearly all actives have a fitted effect of over 65% in size
# Target sequence (O75874 whole entry R132H, stated change not applied): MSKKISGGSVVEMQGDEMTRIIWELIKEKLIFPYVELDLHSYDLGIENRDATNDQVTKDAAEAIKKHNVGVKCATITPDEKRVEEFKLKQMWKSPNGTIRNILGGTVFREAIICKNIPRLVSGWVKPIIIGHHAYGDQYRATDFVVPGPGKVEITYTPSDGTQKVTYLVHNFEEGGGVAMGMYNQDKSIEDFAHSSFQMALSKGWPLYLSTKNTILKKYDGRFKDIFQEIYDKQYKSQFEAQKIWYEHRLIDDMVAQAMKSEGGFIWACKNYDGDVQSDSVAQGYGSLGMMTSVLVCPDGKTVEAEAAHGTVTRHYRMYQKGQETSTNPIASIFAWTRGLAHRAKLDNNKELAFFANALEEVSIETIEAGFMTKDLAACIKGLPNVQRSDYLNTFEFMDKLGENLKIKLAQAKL
#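 IDH1-R132H (0.5 ug/mL) preincubated 30 min with compound, then NADPH (0.016 mM) and alpha-KG (2 mM) added; 80 min at RT, pH 7.5. Remaining NADPH coupled via diaphorase/resazurin to fluorescence (540/590 nm); concentration-response curves normalized to no-enzyme control.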
# RXFP1 ag = activates the human relaxin receptor RXFP1 | 370,000 compounds, 0.3% hits | Potency, µM (top dose mostly 57.5 µM), without a hit: top-dose activation, usual class: activators | HEK293T-RXFP1 cAMP TR-FRET, 30 min; response scale: percent of porcine relaxin response, buffer zero | Q9HBX9; further: on the % scale 0 is the no-effect control and ±100 the full control effect; nearly all actives have a fitted effect of over 60% in size; many of its hits are not listed in these tables
#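 Agonist response is measured as cAMP accumulation in an RXFP1-transfected HEK293T line under PDE4 inhibition. Values are scaled between buffer-only and 29 nM porcine relaxin, and EC50s come from standard Hill equation fits.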
# USP1-UAF1 inh = inhibitors of human USP1/UAF1 deubiquitinase; 390,000 compounds, 0.23% hits; recombinant USP1/UAF1, Ub-Rhodamine cleavage fluorescence; O94782; Potency, µM (top dose mostly 57.1 µM), for the others: top-dose activity change, negative = inhibition, actives largely listed as inhibitors; AID 743255; further: on the % scale 0 is the no-effect control and ±100 the full control effect; nearly all actives have a fitted effect of over 60% in size; inactives centre near -12
#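 USP1/UAF1 complex at 1 nM was preincubated with compound for 15 min at room temperature, then Ub-Rho substrate (150nM final) was added. Fluorescence (480/540 nm) was read kinetically, 6 reads every 60 seconds.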
# Active calls of the source: *; ? = inconclusive; . = no result given; & = joins results of further samples; [ ] = another dose, or the depositor's remark. The call rests on the fitted dose curve; in most records, active means well fitted curve in the direction sought with a large enough effect; inconclusive means small, poorly fitted or top-dose-only effect, or another doubt; inactive means no such curve, though single readings can be large; an effect the other way counts as inactive or inconclusive. Potency means the concentration at half of the fitted maximal effect. Some of the compounds tested (hit frequency here may not be typical).
SMILES,Vif-APOBEC3G blk,TrxR1 substrate,ALOX12 inh,RGS4 inhibitor,Vif-APOBEC3F blk,rTrxR1 inhibitor,IDH1 R132H inh,RXFP1 ag,USP1-UAF1 inh
CSc1cccc(CN2CCC(CO)(Cc3cccc(C(F)(F)F)c3)CC2)c1,-7%,6%[57.1 µM],?,-1%,1%,30%[57.1 µM],4%,-0.4%,-9%
COc1c(C)cccc1C(=O)Nc1ccc(Cl)c(-c2nc3cc(C)ccc3o2)c1,6%,5%,-13%,-19%,1%,18%,0%,1.4%,-6%
CCc1ccc(N2CC(C(=O)Nc3cccc(C(=O)NC4CC4)c3)CC2=O)cc1 (configuration not stated),-8%,1%,?,29%,2%,11%,-13%,-1.5%,3%
CC1CN2C(c3ccc(Cl)cc3)=CSC2=N1 (configuration not stated),3%,-4%,0%,-9%,-6%,-1%,-6%,1.1%,0%
CCC1Nc2ncnc(N3CCOCC3)c2N(Cc2ccc(Br)cc2)C1=O (configuration not stated),-2%&-7%,-8%,?,9%,-3%,-25%,1%,.,-22%
COc1ccc(-c2ccccc2NC(=O)C2CCCN(Cc3ccco3)C2)cc1 (configuration not stated),1%,1%,5%,-29%,-5%,?,6%,0.9%,-14%
Cn1nccc1C(=O)N1CCN(c2ncccn2)CC1,-2%,9%[57.1 µM],-5%,15%,0%,4%[57.1 µM],-3%,0.2%,-2%
Cc1cc[n+](-c2[nH]c(=O)sc2/C=N/N=C(\[O-])c2ccncc2)cc1,7%,-8%,3%,-2%,-8%,-8%,0%,1.2%,-8%
CCCc1cc(NC(=O)COC(=O)c2nccnc2N)n(-c2ccccc2)n1,1%,226%[activator],434%[activator],-2%,4%,47%[activator],-6%,0.5%,-23%
Cc1cccc(C(=O)OCc2cc(=O)n3nc(C4CCCCC4)sc3n2)c1,2%,5%[57.1 µM],-19%,6%,0%,15%[57.1 µM],-4%,0.4%,-22%
Cn1c(-c2ccc(Br)o2)nc2cc(Br)ccc21,-12%,11%[57.1 µM],85%[activator],-40%,-2%,?,1%,8.8%,-29%
COc1cccc(C(CC(=O)NCCN2CCOCC2)NS(=O)(=O)c2ccc(C)cc2)c1OC (configuration not stated),1%,-6%,-8%,20%,6%,-1%,0%,-0.6%,-19%
Cc1c2cnn(-c3ccccc3)c(=O)c2c(C)n1CCCC(=O)Nc1cc(F)ccc1F,0%,2%,-14%,-5%,1%,8%,9%,-0.6%,-12%
COc1cc(NC(=O)c2cc([N+](=O)[O-])ccc2NC(=O)CN2CCN(c3ccccn3)CC2)cc(OC)c1,2%,-2%,7%,4%,1%,10%,14%,2.7%,-9%
O=S1(=O)C=C(SCCN2CCCCC2)c2ccccc21,-4%,12%[57.1 µM],-1%,-1%,-4%,-8%[57.1 µM],2%,-0.1%,3%
COc1ccc(CC(=O)Nc2cc(S(=O)(=O)N3CCCCC3)ccc2N2CCN(C)CC2)cc1,2%,5%,8%,4%,-4%,13%,4%,-0.9%,-5%
COc1ccc(CN2CCc3ccccc3C2)c(OC)c1OC,2%,11%,?,-7%,-4%,14%,2%,-0.5%,-17%
CCC(Sc1nc2ccsc2c(=O)n1Cc1ccc(C(=O)O)cc1)C(=O)Nc1cccc(OC)c1 (configuration not stated),-7%,.,-17%,.,-4%,.,-8%,.,-15%
CCOC(=O)c1c(C)n(CC(O)c2ccccc2)c2ccc(O)cc12 (configuration not stated),1%,-7%[11.4 µM],0%,0%,8%,-7%[11.4 µM],3%,-0.1%,-5%
CS(=O)(=O)Nc1ccc(C2=NN(S(=O)(=O)c3ccc(F)cc3)C(c3ccco3)C2)cc1 (configuration not stated),-15%,-10%,-10%,-5%,-8%,?,-5%,-0.9%,-27%
CCOc1ccc(NC(=O)CN(C)C(=O)CCCn2c(=O)oc3ccccc32)cc1OCC,2%,-16%,?,11%,9%,-16%,2%,0.2%,-4%
O=C(CN1C(=O)NC2(CCCCC2)C1=O)N1CCN(S(=O)(=O)c2cccc([N+](=O)[O-])c2)CC1,1%,-8%,1%,-21%,4%,-18%,3%,2.8%,-9%
COc1cccc(NC(=O)CN(C)C(=O)c2ccc3c(c2)C(=O)N(CCC(C)C)C3=O)c1,8%,-9%,92%[activator],11%,-7%,-7%,-17%,-0.4%,-13%
CC(Cc1ccccc1)N1CCCC1=O (configuration not stated),3%,3%[57.1 µM],-46%,-31%,9%,-1%[11.4 µM],2%,.,-8%
COc1ccc(S(=O)(=O)N2CCC(N3CCN(Cc4ccc(F)cc4)C(=O)C3=O)CC2)cc1,-3%,-6%[57.1 µM],?,6%,1%,1%[57.1 µM],-14%,-0.2%,-13%
SMILES,Vif-APOBEC3G blk,TrxR1 substrate,ALOX12 inh,RGS4 inhibitor,Vif-APOBEC3F blk,rTrxR1 inhibitor,IDH1 R132H inh,RXFP1 ag,USP1-UAF1 inh
CCCC(=O)Nc1cc(S(=O)(=O)N2CCOCC2)ccc1N1CCCCC1,-1%,-7%[57.1 µM],-10%,?,-1%,15%[57.1 µM],4%,.,?
CCC1CCCCN1CCCNC(=O)C1CCN(S(=O)(=O)N2CCCCC2)CC1 (configuration not stated),0%,5%,-5%,-2%,7%,2%,-2%,0.8%,-3%
COc1ccc(-c2nc(CC(=O)O)cs2)cc1,0%,17%,262%[activator],-26%[11.4 µM],2%,13%[57.1 µM],0%,0.8%,-18%
CCN(CC)C(=O)C1=C(C)N(Cc2ccc(OC)cc2)C(=O)C(CC(=O)NC(c2ccccc2)c2ccccc2)C1 (configuration not stated),-5%,.,-7%,.,2%,.,-3%,.,?
C[C@H](NC(=O)c1ncn2c1c(=O)[nH]c1ccc(Br)cc12)c1ccccc1,-3%,.,-58%,.,-19%,.,-8%,.,?
O=C(NCC(=O)N1CCN(S(=O)(=O)c2ccccc2)CC1)c1ccc2ccccc2c1,0%,-2%,-20%,-9%,9%,13%,1%,2.7%,-5%
CCCCN(C(=O)c1ccc([N+](=O)[O-])o1)c1c(N)n(CC(C)C)c(=O)[nH]c1=O,-5%,-3%,?,-6%,-14%,?,-2%,0.4%,-16%
Cc1ccc(NC(=O)c2cc3c(=O)n(Cc4ccco4)ccc3nc2C)cc1C,-12%,-3%[57.1 µM],?,-20%,-12%,-10%[57.1 µM],-18%,1.3%,?
O=C(Cc1ccccc1)N/N=C/C=C/c1cccc([N+](=O)[O-])c1,0%,-1%,11%[57.4 µM],-3%,1%,10%,-2%,-0.6%,-5%
CCOC(=O)c1cnn(-c2ccccn2)c1N,-1%,7%[57.1 µM],178%[activator],17%,-6%,11%[57.1 µM],1%,-1.3%,-19%
CN(C)C(=O)c1nc2ccccc2s1,0%,0%,4%,-6%,6%,-6%,0%,-0.2%,-21%
COc1cccc(NC(=O)Cn2c(=O)n(CCC(=O)NCc3ccco3)c(=O)c3ccccc32)c1,-4%,-1%,-11%,-17%,14%,10%,-4%,-0.1%,-21%
COC(=O)C(/C=N/O)NC(=O)c1ccccc1 (configuration not stated),0%,7%,-11%,-20%,10%,8%[57.1 µM],2%,-0.8%,-14%
Cn1c(=O)c2c(nc(NCc3ccccc3)n2Cc2ccc(Cl)c(Cl)c2)n(C)c1=O,-12%,4%,-2%,-11%,1%,15%,-15%,4.4%,-34%
CCCOC(=O)c1c(NC(=O)C(C)Sc2nc(-c3ccccc3)cc(C(F)(F)F)n2)sc(C(=O)N(C)C)c1C (configuration not stated),2%,-4%,-23%,-50%,2%,22%,-7%,-0.5%,-16%
N#Cc1ccc(NC(=O)Cn2cnc(S(=O)(=O)N3CCc4ccccc43)c2)cc1,-7%,6%,-18%,0%,5%,18%,-2%,0.9%,-30%
Cc1ccc(NC(=O)c2cc3ccccc3o2)nc1,-8%,2%[57.1 µM],7%,0%,15%,7%[57.1 µM],21%,1.9%,-8%
COc1ccc(CN(C(=O)CN2C(=O)c3ccccc3S2(=O)=O)C(C(=O)NCC2CCCO2)c2ccncc2)cc1 (configuration not stated),2%,-8%,-20%,-3%,7%,-12%,-1%,0.3%,-13%
CCOC(=O)c1c(NC(=O)OC)sc(C(=O)N(C)C)c1C,1%,-7%,-2%,-23%,1%,-8%,-2%,0.4%,0%

# Reprinted at random: four entries already listed, in no set order.
SMILES,Vif-APOBEC3G blk,TrxR1 substrate,ALOX12 inh,RGS4 inhibitor,Vif-APOBEC3F blk,rTrxR1 inhibitor,IDH1 R132H inh,RXFP1 ag,USP1-UAF1 inh
COc1ccc(CN(C(=O)CN2C(=O)c3ccccc3S2(=O)=O)C(C(=O)NCC2CCCO2)c2ccncc2)cc1 (configuration not stated),2%,-8%,-20%,-3%,7%,-12%,-1%,0.3%,-13%
O=C(Cc1ccccc1)N/N=C/C=C/c1cccc([N+](=O)[O-])c1,0%,-1%,11%[57.4 µM],-3%,1%,10%,-2%,-0.6%,-5%
CN(C)C(=O)c1nc2ccccc2s1,0%,0%,4%,-6%,6%,-6%,0%,-0.2%,-21%
CCOC(=O)c1c(NC(=O)OC)sc(C(=O)N(C)C)c1C,1%,-7%,-2%,-23%,1%,-8%,-2%,0.4%,0%
